Compound activity from PubChem BioAssay.
USP1 inh = blocks the human USP1/UAF1 deubiquitinase complex. Potency, µM (titrated, usually from 57.1 µM), inactives show at the top dose activity change, negative = inhibition, usual class: inhibitors. O94782. recombinant USP1/UAF1, Ub-Rhodamine cleavage fluorescence. 0.23% of 390,000 active; also: potency is read from the fitted curve at half-maximal effect; % is scaled to controls: 0 for no effect and ±100 for the full control effect; nearly all actives have a fitted effect of over 60% in size; inactives centre near -12
Target sequence (O94782 whole entry, looked up): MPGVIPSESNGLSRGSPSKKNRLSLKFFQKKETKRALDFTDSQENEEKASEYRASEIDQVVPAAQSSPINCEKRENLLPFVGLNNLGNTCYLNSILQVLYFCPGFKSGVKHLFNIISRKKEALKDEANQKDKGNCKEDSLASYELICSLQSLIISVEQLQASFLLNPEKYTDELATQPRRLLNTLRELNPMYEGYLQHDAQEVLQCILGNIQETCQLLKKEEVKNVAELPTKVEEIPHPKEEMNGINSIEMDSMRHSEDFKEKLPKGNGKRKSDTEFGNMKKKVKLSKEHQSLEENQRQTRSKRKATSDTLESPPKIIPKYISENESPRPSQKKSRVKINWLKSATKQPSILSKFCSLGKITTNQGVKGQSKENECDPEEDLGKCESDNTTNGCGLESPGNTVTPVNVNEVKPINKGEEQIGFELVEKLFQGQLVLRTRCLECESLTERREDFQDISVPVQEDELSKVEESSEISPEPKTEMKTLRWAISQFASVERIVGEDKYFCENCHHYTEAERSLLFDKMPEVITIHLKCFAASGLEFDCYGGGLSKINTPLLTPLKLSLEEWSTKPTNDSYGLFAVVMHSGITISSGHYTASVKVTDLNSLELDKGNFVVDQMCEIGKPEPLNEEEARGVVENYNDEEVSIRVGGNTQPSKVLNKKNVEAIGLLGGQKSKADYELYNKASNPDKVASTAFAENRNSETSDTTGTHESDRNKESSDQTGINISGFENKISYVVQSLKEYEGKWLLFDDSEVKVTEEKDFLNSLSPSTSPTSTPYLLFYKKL
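USP1/UAF1 complex (1 nM) preincubated 15 min at room temperature with compound, then Ub-Rho substrate (150 nM final) added. Kinetic fluorescence at 480/540 nm over 6 reads at 60 s intervals; 50 mM HEPES pH 7.8, 0.5 mM EDTA, 0.1 mg/ml BSA, 1 mM TCEP, 0.01% Tween-20.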
IDH1 R132H inh = blocks human mutant IDH1 R132H enzyme. IDH1-R132H enzyme, NADPH consumption, diaphorase/resazurin fluorescence. Potency, µM (doses to about 76.6 µM), for inactives: at the top dose activity change, negative = inhibition, most hits filed as inhibitors. 0.093% of 390,000 active; also: potency is read from the fitted curve at half-maximal effect; % is scaled to controls: 0 for no effect and ±100 for the full control effect; nearly all actives have a fitted effect of over 65% in size
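IDH1-R132H (0.5 ug/mL dispensed) in pH 7.5 Tris buffer was preincubated 30 min with compound, then given a substrate mix of 0.016 mM NADPH and 2 mM alpha-KG for 80 min at room temperature; remaining NADPH was read by diaphorase/resazurin fluorescence.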
Vif-A3F inh = inhibitors of Vif-A3F interaction; Potency, µM (highest dose often 46.1 µM), for inactives: top-dose activity, negative = active; 0.2% of 390,000 active; HeLa A3F-eYFP + Vif (tagged APOBEC3F with the HIV-1 protein that degrades it), YFP fluorescence increase; also: potency is read from the fitted curve at half-maximal effect; % of control where 0% means no effect; nearly all actives have a fitted effect of over 65% in size
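HeLa cells stably expressing A3F-eYFP plus Vif, plated and incubated overnight at 37 deg C, then exposed to compounds overnight at 37 deg C. Blocked degradation read as raised yellow fluorescence (Ex 488/Em 500-530).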
TrxR1 substrate = rat thioredoxin reductase 1 substrate activity. O89049. purified TrxR1 substrate turnover, NADPH consumption readout. Potency, µM (series often up to 114 µM), inactives show at the top dose activity change, negative = substrate turnover. 0.01% of 390,000 active. AID 588456; also: potency is read from the fitted curve at half-maximal effect; % is scaled to controls: 0 for no effect and ±100 for the full control effect; nearly all actives have a fitted effect of over 50% in size
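Rat TrxR1, dispensed at 90 nM, was prereduced with 400 uM NADPH (final) for 5 min at ~22 deg C, then incubated with compound 15 min before 400 uM selenite. A first-read NADPH fluorescence drop versus no-compound background flagged substrates.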
Vif-APOBEC3G blk = blocks the Vif interaction with human APOBEC3G | Potency, µM (highest dose often 46.1 µM), without a hit: at the top dose activity, negative = active, usual class: inhibitors | AID 602310 | HeLa A3G-eYFP + Vif (tagged APOBEC3G with the HIV-1 protein that degrades it), YFP fluorescence, overnight | 0.076% of 410,000 active;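 also: potency is read from the fitted curve at half-maximal effect; % is scaled to controls: 0 for no effect and ±100 for the full control effect; nearly all actives have a fitted effect of over 60% in size; hits raise eYFP signal because A3G escapes Vif-driven loss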
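Read-out is eYFP fluorescence (Ex 488/Em 500-530) from Vif-expressing HeLa A3G-eYFP cells; more signal means A3G escaped Vif-mediated degradation. Cells plated overnight, compound pinned in, incubated overnight at 37 deg C.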
GRP78 ERSR act = induces the endoplasmic reticulum stress response in human glioma cells | Potency, µM, inactives show at the top dose activation, usual class: activators | 0.02% of 420,000 active | U87-MG GRP78 promoter luciferase reporter, 16 h; also: potency is read from the fitted curve at half-maximal effect; series mostly up to about 76 µM; % of control where 0% means no effect; nearly all actives have a fitted effect of over 35% in size
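ERSR induction read as luciferase luminescence (Bright-Glo, 10 min at room temperature) in stably transfected human U87-MG glioma cells exposed to compounds for 16 h, using GRP78 as sensor.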
TrxR1 inh = inhibitors of rat thioredoxin reductase 1. recombinant rTrxR1, NADPH fluorescence consumption, selenite substrate. Potency, µM (series often up to 114 µM), for the others: top-dose activity change, negative = inhibition, most hits filed as inhibitors. 1% of 390,000 active. AID 588453; also: potency is read from the fitted curve at half-maximal effect; % is scaled to controls: 0 for no effect and ±100 for the full control effect; nearly all actives have a fitted effect of over 65% in size
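Rat TrxR1 (90 nM in the dispensed reagent) was pre-reduced with 400 uM NADPH for 5 min at room temperature, then incubated with compound for 15 min. After 400 uM selenite was added, NADPH fluorescence (Ex 340/Em 450 nm) was followed for 8 min.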
RGS4 inhibitor = inhibitors of human regulator of G protein signaling 4; Transcreener GDP fluorescence polarization, RGS4-accelerated GTP hydrolysis; Potency, µM (highest dose often 114 µM), inactives show at the top dose activity change, negative = inhibition, usual class: inhibitors; 0.039% of 390,000 active; P49798; also: potency is read from the fitted curve at half-maximal effect; % is scaled to controls: 0 for no effect and ±100 for the full control effect; nearly all actives have a fitted effect of over 75% in size; some results filed as inactive show a strong effect at the top dose
Target sequence (P49798 whole entry, looked up): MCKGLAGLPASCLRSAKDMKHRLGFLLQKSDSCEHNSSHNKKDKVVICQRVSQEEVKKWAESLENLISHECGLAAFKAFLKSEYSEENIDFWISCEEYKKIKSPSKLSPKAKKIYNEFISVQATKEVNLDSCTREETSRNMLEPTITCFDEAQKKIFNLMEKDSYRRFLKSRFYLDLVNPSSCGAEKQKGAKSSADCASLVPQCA
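MLSMR compounds (23 nl, pin-transferred) preincubated 10 min at room temperature with a 500nM (2x) first reagent, then RGS4 at 900nM (2x) plus Transcreener GDP mix added; fluorescence polarization (620/688 nm) read before and after 90 min at 30 °C.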
LDHA inh = blocks human lactate dehydrogenase A; P00338; purified LDHA, NADH/diaphorase-resazurin fluorescence; active compounds read low; activity change, % (values are at about 110 or 230 µM); 0.15% of 480,000 active; in the data active = activity change below about -30%; inconclusive = mostly about -25% to -30%;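 also: plate controls were DMSO wells for no effect and wells without enzyme for full effect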
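Remaining NADH was detected by diaphorase (0.133 mg/mL) converting 37 µM resazurin to fluorescent resorufin, read at 0 and 20 minutes. The preceding 5-minute room-temperature reaction used 2 nM LDHA, 0.2 mM sodium pyruvate and 0.06 mM NADH at pH 7.4.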
Starred values were filed as active, the others as inactive; ? = inconclusive; nt = no result given; & = joins results of further samples; [ ] = dose if it differs, or a comment. Unless noted, calls follow the shape of the dose curve; as a rule, active = well fitted curve in the direction sought with a large enough effect; inconclusive = small, poorly fitted or top-dose-only effect, or another doubt; inactive = no such curve, though single readings can be large; an effect the other way counts as inactive or inconclusive.

TrxR1 inh | GRP78 ERSR act | Vif-APOBEC3G blk | LDHA inh | Vif-A3F inh | IDH1 R132H inh | SMILES | USP1 inh | RGS4 inhibitor | TrxR1 substrate
13.3% | -2.2% | -1.3% | -3.1 | -2.3% | -6.1% | Cc1cccc(Cn2c(=O)n(Cc3ccc(C(=O)NC4CCN(Cc5ccccc5)CC4)cc3)c(=O)c3ccccc32)c1 | -16.4% | -12.3% | 4.9%
-27.3% | -3.2% | -1.1% | -5.0 | nt | 4.0% | C=CCC(NCc1ccco1)c1ccc(OC)cc1 (stereo not drawn) | -11.0% | -0.8% | -10.2%
29.3%[57.1 µM] | -4.5% | -1.3% | 1.2 | -10.5% | -26.5% | Cc1cccc(N(C(=O)CCC(=O)Nc2cc(C)on2)C(C(=O)NC2CCCC2)c2cccnc2)c1 (stereo not drawn) | -7.6% | -0.5% | -11.9%[57.1 µM]
24.2%[57.1 µM] | -3.7% | 1.2% | -1.4 | 0.9% | -11.8% | CCOc1ccc(-n2c(SCC(=O)Nc3ccc(F)cc3)nc3c([nH]c4ccccc43)c2=O)cc1 | -17.4% | -22.7% | -1.4%[57.1 µM]
-10.4%[57.1 µM] | -0.6%&5.1% | -15.8% | -12.7 | -15.0% | 22.1% | Cc1ccc(-c2cc(=O)c3ccccc3[nH]2)cc1 | -10.4% | 23.7% | 2.9%[57.1 µM]
nt | -2.1% | 0.2% | -5.4 | -2.8% | 4.6% | COc1cc(C(C)=O)ccc1OC(=O)N1CCOCC1 | 6.0% | nt | nt
15.1% | -1.5% | -3.8% | 0.9 | -1.6% | 7.4% | COc1ccc2sc(N3C(=O)CC(Cc4cccc(C)c4)C3=O)nc2c1 (stereo not drawn) | -11.8% | -7.7% | 6.9%
34.0% | 0.7% | 1.5% | 1.1 | -0.2% | 5.1% | Cc1ccc(-c2csc3nc[nH]c(=O)c23)c(C)c1 | -20.2% | -27.2% | 11.0%
41.2%[activator] | -3.4% | 0.3% | -7.4 | 1.1% | 1.1% | CCOc1ccc(S(=O)(=O)N2CCC(C(=O)NCCc3ccccc3)CC2)cc1 | -8.0% | 14.4% | 9.4%
24.5% | -1.7% | -2.8% | -4.7 | 2.1% | 3.4% | Cn1c(=O)n(C)c2cc(NC(=O)COc3ccc(F)cc3)ccc21 | -18.5% | -7.6% | 5.6%
-11.4% | -0.7% | 0.1% | -6.9 | -2.8% | -0.3% | CN(C(=O)CN1C(=O)/C(=C/c2ccc(Cl)cc2)SC1=S)C1CCS(=O)(=O)C1 (stereo not drawn) | -28.0% | -22.4% | -4.5%
23.8%[57.1 µM] | 3.4% | 1.3% | -0.9 | -2.8% | -5.4% | O=C(Nc1c(C(=O)N2CCN(c3ccccn3)CC2)oc2ccccc12)c1ccc([N+](=O)[O-])cc1 | -24.5% | -20.8%[56.9 µM] | 2.7%[57.1 µM]
-13.9%[57.1 µM] | 5.3% | -25.4% | 10.1 | -1.6% | 0.8% | CCCN(CCC)C(=O)CC(c1ccccc1)c1cc(Br)ccc1O (stereo not drawn) | 1.5% | 5.9% | -8.8%[57.1 µM]
? | 1.5% | -4.7% | -4.0 | ? | 5.2% | O=C(NC(=S)Nc1cccnc1Cl)c1ccc(F)cc1 | -10.3% | -34.9% | -17.3%[57.1 µM]
23.0% | -5.6% | -1.6% | 0.7 | 2.1% | -8.5% | CCOC(=O)c1c(S(=O)(=O)NCC2CCN(CCc3cccs3)CC2)c(C)n(C)c1C | -12.2% | -11.1% | 9.5%
11.7% | -4.7% | 1.9% | -2.6 | 8.1% | -0.9% | Cc1ccc(CNC(=O)C2CCC(=O)N2CCc2ccccc2)cc1 (stereo not drawn) | -12.7% | 22.3% | 4.4%
18.7% | 5.8% | -1.3% | 0.2&3.5 | 0.3% | 9.3% | O=C(CSc1nc2ccccc2o1)Nc1ccccc1 | -5.7% | -1.8% | -0.5%
16.2%[57.1 µM] | -1.2% | 4.1% | 0.4 | -4.5% | 14.0% | CSc1cccc(N2C(=O)N(Cc3ccc([N+](=O)[O-])cc3)c3ccccc3S2(=O)=O)c1 | -23.0% | 4.8% | 2.8%[57.1 µM]
20.0%[57.1 µM] | -6.1% | -1.0% | -3.3 | -0.5% | 8.9% | CC(=O)c1ccccc1NC(=O)COC(=O)/C=C/c1ccc(C)o1 | -10.7% | -25.1% | 7.6%[57.1 µM]
-34.8% | -2.7% | 3.2% | -5.7 | 1.1% | -4.2% | COc1ccc(C)cc1N(CC(=O)NCCSCc1ccco1)S(=O)(=O)c1ccc(C)cc1 | -2.4% | -11.8% | -13.6%
nt | -2.5% | 0.7% | 1.3 | 0.3% | 2.5% | O=C1C=C(c2ccccc2Oc2ccccc2)C[C@@H](c2ccc(F)cc2)C1 | -29.0% | nt | nt
-5.0%[57.1 µM] | -4.2% | -2.2% | -1.6 | ? | 11.7% | Cc1[nH]n(-c2ccccc2)c(=O)c1CCO | -8.4% | 1.8% | -3.0%[57.1 µM]
41.5%[activator] | -2.8% | 0.0% | -1.5 | -6.0% | 0.9% | CC(C)Cc1nnc(NC(=O)CCNC(=O)c2ccccc2Cl)s1 | -21.7% | 3.4% | 6.1%
-1.4% | -2.1% | -1.4% | -5.5 | -17.9% | 9.0% | O=C(Oc1ccccc1Cl)c1ccccc1 | -22.5% | -17.3% | -3.8%
0.1% | -2.5% | ? | 2.6 | ? | -2.5% | C=CCn1c(C)c(/C=C/c2cc[n+](C)cc2)c2ccccc21 | 35.5µM* | -31.7%[56.9 µM] | -10.5%
12.3% | -1.3% | -4.4% | -10.9 | 0.5% | 13.4% | COc1cc(/C=C/C(=O)NC(C)C)ccc1OCc1ccccc1 | -9.7% | -14.5% | 12.5%
3.6% | -4.1% | 2.6% | -8.5 | -8.6% | -7.9% | COc1ccc(NC(=O)c2cc(S(=O)(=O)N3CCCC3)ccc2C)cn1 | -5.5% | 14.4% | -2.2%
9.4% | 1.9% | -1.4% | -7.5 | -21.6% | 0.1% | Cc1ccc(NC(=O)C2CCCN(S(=O)(=O)c3c(C)noc3C)C2)c(Br)c1 (stereo not drawn) | -7.1% | 5.4% | -2.1%
1.1% | -4.2% | -3.8% | -0.7 | -0.8% | -3.0% | Cc1cc(NC(=O)c2cc(-c3ccccn3)nc3ccccc23)no1 | -22.5% | -10.8% | -7.8%
12.5% | -3.5% | -7.0% | -2.9 | -0.3% | 8.7% | COC(=O)c1c(NC(=O)Cc2cccs2)sc(C)c1C | -21.5% | -8.4% | -2.7%
19.0% | -0.5% | -2.0% | 2.4 | 0.7% | 7.7% | COC(=O)c1cnc(NNS(=O)(=O)c2ccc(C(F)(F)F)cc2)nc1C(F)(F)F | -12.0% | -8.3% | -2.7%
44.7µM* | -2.2% | -12.3% | 13.7 | -0.7% | -2.7% | O=c1[nH]c2c(s1)C(c1ccco1)C1C3CCC(C3)C1S2 (stereo not drawn) | -16.5% | -46.3% | -9.7%
13.5% | -3.9% | 6.3% | 1.3 | -14.4% | -0.2% | CC(=O)C1=C(O)C(=O)N(c2ccc(O)cc2)C1c1ccc(C)cc1 (stereo not drawn) | -21.7% | -4.2% | -2.8%
13.2%[57.1 µM] | 6.3% | -1.2% | -4.6 | 12.2% | 2.7% | Cc1ccc(NC(=O)n2ccc(-c3ccc(-n4ccnc4)cc3)n2)cc1 | ? | -6.8% | 7.5%[57.1 µM]
84.5%[activator] | 5.2% | 3.3% | -3.8 | 2.8% | 2.9% | COc1ccccc1-c1nc(C#N)c(N2CCc3ccccc3C2)o1 | -14.4% | -5.3% | 163.6%[activator]
-4.8% | -2.7% | -0.5% | -1.5 | -18.2% | 3.9% | Cc1ccccc1NC(=O)COC(=O)COc1ccc2c(c1)CCC2 | -23.5% | -13.2% | -6.7%
-6.5%[57.1 µM] | -2.3% | -0.1% | -6.7 | 9.9% | 6.7% | O=Cc1cn(CCC(=O)O)nc1-c1cc2ccccc2o1 | -12.6% | 7.1% | -1.5%[57.1 µM]
22.5% | -3.4% | 0.3% | -2.9 | -4.0% | 4.3% | CN(CC(=O)N1CCN(c2ccccn2)CC1)S(=O)(=O)c1ccc2ccccc2c1 | -27.5% | -5.3% | -1.5%
nt | -3.1% | -2.1% | 4.0 | -2.9% | -4.1% | C[C@H]1CN([C@@H](C)CO)C(=O)c2cc(C#CCC3CCCC3)cnc2O[C@@H]1CN(C)C(=O)CC1CC1 | -22.9% | nt | nt

Single records (already shown). Screens in order: TrxR1 inh | GRP78 ERSR act | Vif-APOBEC3G blk | LDHA inh | Vif-A3F inh | IDH1 R132H inh | USP1 inh | RGS4 inhibitor | TrxR1 substrate
Cc1ccc(NC(=O)n2ccc(-c3ccc(-n4ccnc4)cc3)n2)cc1 reads 13.2%[57.1 µM] | 6.3% | -1.2% | -4.6 | 12.2% | 2.7% | ? | -6.8% | 7.5%[57.1 µM]
CC(=O)C1=C(O)C(=O)N(c2ccc(O)cc2)C1c1ccc(C)cc1 (stereo not drawn) reads 13.5% | -3.9% | 6.3% | 1.3 | -14.4% | -0.2% | -21.7% | -4.2% | -2.8%

Only part of the results is shown. The share of hits here may be higher or lower than overall.
